From PubChem
BaF3 tox = counter-screen for JAK2V617F inhibitors: parental Ba/F3 viability inhibitors; AID 1486; CellTiter-Glo ATP luminescence; 220,000 tested, 1.1% active; inhibition, % at 5.6 µM;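 active = inhibition above a per-campaign cutoff, the mean inhibition of all tested compounds plus 3 SD, cut at about 27% in these data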;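 also: 0% = DMSO wells and 100% = JAK Inhibitor I control wells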
p97 inhibitor = human p97 ATPase inhibition; 220,000 tested, 0.42% active; recombinant p97 ATPase, Kinase-Glo ATP luminescence, 3 h; P55072; inhibition, % at 8 µM; in the data active = inhibition above about 15%;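 also: 0% = DMSO vehicle and 100% = wells lacking enzyme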
PGE2 EP2 inh = inhibitors of human EP2 prostaglandin E2 receptor | AID 1422 | 260,000 tested, 0.52% active | C6 glioma cells expressing human EP2, cAMP TR-FRET; cells stimulated with saturating PGE2 | inhibition, % at 25 µM | P43116;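 active = percent inhibition above 40 after rounding to a whole number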;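 also: rat C6 glioma host cells with rolipram phosphodiesterase inhibitor present; the protocol text gives 20 µM as final concentration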
Target sequence (P43116 whole entry, looked up): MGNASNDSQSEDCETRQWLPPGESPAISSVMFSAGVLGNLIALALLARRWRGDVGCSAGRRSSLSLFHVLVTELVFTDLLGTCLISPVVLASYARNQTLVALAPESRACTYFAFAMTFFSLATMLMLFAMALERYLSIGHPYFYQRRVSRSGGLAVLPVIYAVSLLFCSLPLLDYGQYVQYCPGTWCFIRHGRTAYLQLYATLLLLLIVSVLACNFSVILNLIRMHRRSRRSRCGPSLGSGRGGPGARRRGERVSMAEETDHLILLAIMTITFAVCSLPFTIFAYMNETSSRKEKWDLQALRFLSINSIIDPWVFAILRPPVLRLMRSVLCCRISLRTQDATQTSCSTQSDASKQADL
Furin inhibitor = human furin inhibition; P09958; purified furin, fluorogenic substrate cleavage; inhibition, % at 30 µM; 220,000 tested, 0.061% active; AID 463115; in the data active = inhibition above about 25%; also: inactives centre near -15
Target sequence (P09958 108-714 limits assumed): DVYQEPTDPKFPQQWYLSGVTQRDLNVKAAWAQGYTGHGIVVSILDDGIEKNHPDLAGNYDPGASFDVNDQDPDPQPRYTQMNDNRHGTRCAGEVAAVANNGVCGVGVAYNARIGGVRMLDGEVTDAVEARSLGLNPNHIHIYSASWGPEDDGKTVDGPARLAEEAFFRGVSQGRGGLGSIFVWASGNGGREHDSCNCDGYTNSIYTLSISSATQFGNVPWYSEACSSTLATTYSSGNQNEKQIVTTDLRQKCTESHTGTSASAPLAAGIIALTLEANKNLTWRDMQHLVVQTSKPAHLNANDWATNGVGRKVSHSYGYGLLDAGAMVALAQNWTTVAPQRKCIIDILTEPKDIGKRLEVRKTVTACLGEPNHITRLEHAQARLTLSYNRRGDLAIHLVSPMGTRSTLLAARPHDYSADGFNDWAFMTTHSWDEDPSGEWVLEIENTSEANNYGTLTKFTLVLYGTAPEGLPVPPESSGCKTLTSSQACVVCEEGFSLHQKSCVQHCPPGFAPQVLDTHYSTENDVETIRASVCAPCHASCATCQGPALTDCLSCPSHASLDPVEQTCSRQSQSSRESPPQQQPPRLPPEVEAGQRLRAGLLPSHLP
Tb hexokinase = blocks Trypanosoma brucei hexokinase 1 activity | recombinant TbHK1, G6PDH-coupled NADH A340 | inhibition, % at 10 µM | 220,000 tested, 0.11% active | AID 1430;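 active = inhibition of 50% or more in the single-dose primary screen; inactive = inhibition below 50%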
PPC-1+TRAIL kill = PPC-1 cancer cell killing with TRAIL present; PPC-1 cells + TRAIL, ATPLite viability luminescence; cell killing (% activity), % at 4 µM; 220,000 tested, 0.41% active;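 active = cell killing above 50% in the first pass at 4 µM, then a duplicate retest at 5 µM averaging 50% or more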;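 also: plate controls were cells with TRAIL plus DMSO for no effect and medium-only wells lacking cells for full effect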
Ba/F3 V617F tox = reduce viability of Ba/F3 cells dependent on JAK2V617F; 220,000 tested, 1.1% active; AID 1446; inhibition, % at 5.6 µM; Ba/F3 EpoR-JAK2V617F viability, ATP luminescence;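 active = inhibition above the campaign mean plus 3 SD over all tested compounds, cut at about 24% in these data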;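 also: cytokine-independent growth of Ba/F3 cells driven by EpoR plus mutant JAK2; 0% = DMSO-treated cells and 100% = JAK inhibitor I control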
p47phox inh = blocks human p47phox regulatory protein of NADPH oxidases. AID 1274. p47phox/p22phox peptide binding, fluorescence polarization, 2 h. 220,000 tested, 0.53% active. P14598. inhibition, % at 24.7 µM;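 active = inhibition above about 30%, limit read from the data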;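 also: 0% = p47phox with labelled peptide and 100% = labelled peptide alone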
RBBP9 inhibitor = human RBBP9 hydrolase inhibition | recombinant RBBP9, FP-Rh probe fluorescence polarization | inhibition, % at 7.94 µM | 220,000 tested, 0.2% active;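 active = inhibition above the campaign mean of all tested compounds plus 3 SD, cut at about 14% in these data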;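 also: plate controls were DMSO wells with RBBP9 for no effect and wells lacking RBBP9 protein for full effect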
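Assay system: recombinant human RBBP9; Reagent: Serine-hydrolase probe FP-Rh, 375 nM pre-mixing; Doses: 7.94 µM single dose, 0.794% DMSO; Incubation: 30 min then 45 min, 25 °C; Detection: fluorescence polarization (mP), excitation 525 nm, emission 598 nm; Evaluation: percent inhibition from mP, scaled between DMSO and no-protein wells.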
Active calls of the source: *; · = not tested or not shown; & = joins results of further samples; [ ] = dose if it differs, or a comment. The list is partial, so the mix of outcomes need not match the whole.

Order of values – BaF3 tox	p97 inhibitor	PGE2 EP2 inh	Furin inhibitor	Tb hexokinase	PPC-1+TRAIL kill	Ba/F3 V617F tox	p47phox inh	RBBP9 inhibitor
- CC(C)C(=O)Nc1cccc(NC(=O)c2cc3ccccc3o2)c1
  5	-3	12	-15[20 µM]	2	13	-3	1	-10
- CCOC(=O)C(Cc1ccccc1)NC(=O)Cn1nnc(-c2ccccc2)n1 (stereo unspecified)
  4	0	2	-25	5	-27	-4	-1	-7
- Fc1cccc(/C=N/Nc2ccccn2)c1
  8	-4	6	-5	-38	8	4	-1	-4
- Cc1oc(-c2ccccc2)cc1C(=O)Nc1ccc(N(C)C)cc1
  9	-5	17	-13[20 µM]	-1	8	1	-3	12
- CCn1c(SCC(=O)Nc2ccc(OC)c(OC)c2)nnc1-c1cccs1
  7	2	11	-17	-2	-12	-3	-7	-5
- Cc1cnc(C(=O)OCC(=O)NC23CC4CC(CC(C4)C2)C3)cn1
  0	-1	2	-16[20 µM]	-2	-8	-4	-10	-5
- O=C(CCCNc1ccccc1)N/N=C/c1cccs1
  9	5	3	-37	-4	8	2	2	-6
- O=C(Oc1ccc2ccccc2c1Cl)N1CCCCCC1
  2	2	4	-9	-4	17	-3	1	1
- N#Cc1cccc(Nc2c3c(nc4ccccc24)CCCC3)c1
  11	-2	7	-8	-7	-15	9	-2	1
- O=C(NC1CCCCC1)c1ccc(S(=O)(=O)N2CCOCC2)cc1
  0	2	7	-23	-3	3	-2	-8	-6
- CCOc1ccc2nc(NC(NC(=O)CC)(C(=O)OC)C(F)(F)F)sc2c1 (stereo unspecified)
  6	3	4	-15	-5	-5	0	3	12
- COC(C[C@H](O)C[C@@H](O)[C@@H](C)OCc1ccccc1)OC
  ·	·	8	-27	-3	11	·	-7	·
- O=C(/C=C/c1ccccc1Cl)Nc1ccncc1
  4	0	7	-29[20 µM]	0	17	-1	-9	-8
- Cc1ccc2[nH]c(=O)c(CN(CCCO)C(C)c3nnnn3Cc3ccco3)cc2c1 (stereo unspecified)
  -4	4	10&8	-11	-24	-2	-1	-10	-12
- CSc1ccc(C2CC(=O)Nc3nc(SC)[nH]c(=O)c32)cc1 (stereo unspecified)
  4	5	2	-30	2	3	-1	-15	-7
- CC(=O)Nc1ccc(S(=O)(=O)NNC(=O)c2cccc3ccccc23)cc1
  0	1	8	-7[20 µM]	-2	26	-5	-5	-12
- O=C(O)/C=C/c1cn(-c2ncc(C(F)(F)F)cc2Cl)c2ccccc12
  0	-5	11	-21[20 µM]	-7	6	-1	-10	-9
- CCOc1ccc(-c2nc(CSc3nncs3)cs2)cc1OC
  0	-1	3	-9	-18	10	-1	-15	-11
- O=C(c1ccccc1Cl)N1CCc2ccccc2C1
  3	-5	9	-10[20 µM]	-6	36	-2	-1	-13
- Cc1cc(N=Cc2c(O)n(-c3ccc4c(c3)OCO4)c(=O)c3ccccc23)ccn1
  7	1	28	4	-10	13	1	-30	-3
- Cc1cc(C)c(S(=O)(=O)N2CCN(C(=O)N(C)C)CC2)c(C)c1
  1	-1	7	5	2	·	-3	1	-6
- Nc1ccc(S(=O)(=O)Nc2cnc3ccccc3n2)cc1
  -1	10	10&9&16	-8	-22	-11	1	7	-4
- Cc1ccc(C2C(=O)N(C3CCC(C)CC3)CC(=O)N2C2CC2)cc1 (stereo unspecified)
  6	1	6	-6	-3	10	6	5	-8
- CCOC(=O)c1[nH]c(C)c(/C(O)=C2\C(=O)C(=O)N(CCCN3CCOCC3)C2c2cccnc2)c1C (stereo unspecified)
  10	-2	4	-6	-38	-4	0	-2	-8
- O=C(O)c1ccc(NC2=C(Cl)C(=O)c3ccccc3C2=O)cc1
  4	-7	26	-2	-6	25	5	10	-11
- CCOC(=O)c1cc2c(=O)n3ccccc3nc2n(Cc2ccco2)c1=NC(=O)c1cccc(OC)c1
  4	7	19	-15	-7	1	2	-21	10
- CCOC(=O)C(C#N)c1ccccn1 (stereo unspecified)
  -2	-4	8	-26[20 µM]	-24	4	-1	-8	-5
- COC(=O)c1sccc1NC(=O)c1cc(-c2cccc(C)c2)nc2ccccc12
  8	-1	10	-17	4	20	4	3	-8
- COC(=O)c1sc(-c2ccc(Cl)cc2)cc1NC(=O)/C=C/C(=O)O
  1	18*	15	-8	-49	-9	-2	0	-3
- CC(=O)Nc1ccc(NS(=O)(=O)c2cc([N+](=O)[O-])ccc2C)cc1
  8	-5	4	-12	6	24	6	0	-1

(cont.)
Order of values – BaF3 tox	p97 inhibitor	PGE2 EP2 inh	Furin inhibitor	Tb hexokinase	PPC-1+TRAIL kill	Ba/F3 V617F tox	p47phox inh	RBBP9 inhibitor
- CCc1ccc(-c2nc(CN3CCC(C(=O)NCCc4ccc(OC)c(OC)c4)CC3)c(C)o2)cc1
  3	-1	2	-15	-6	15	-2	-22	-3
- COC(=O)c1ccc(-c2ccc([C@H]3[C@H]4C=CC[C@@H](C)[C@@H]4C(=O)N3Cc3ccccc3)c(F)c2)cc1
  ·	·	18	-20	-2	9	·	-17	·
- Cc1cccc(N2C(=O)SC(SC(=Nc3ccccc3)Nc3ccccc3)C2=O)c1 (stereo unspecified)
  7	3	7	-15	6	16	-2	1	3
- O=[N+]([O-])c1ccc(Cl)cc1Sc1cccc2cccnc12
  0	0	-10	-16[20 µM]	-1	20	-3	-3	-9
- CCC(C)(C(=O)NC1CCCCC1)N(Cc1ccco1)C(=O)c1cnccn1 (stereo unspecified)
  5	1	4	-11[20 µM]	7	14	-4	-2	0
- CS(=O)(=O)n1nc(-c2cccnc2)nc1NCc1ccccc1
  2	-2	6	-6	2	-1	4	-5	-4
- COc1cccc(CNc2nc3ccccc3n2CCN2CCCCC2)c1
  0	4	5	-18	9	6	-4	-5	-2
- CC(=O)c1ccc(OCCCC(=O)OCC(=O)N2CCN(c3ccccc3)CC2)cc1
  2	1	7	-23	0	-24	-3	-3	-2
- CCC(=O)Nc1ccc(C=C(C(C)=O)C(C)=O)cc1
  -2	-1	6	-17	-63	12	-4	-10	5
- O=c1oc(-c2ccco2)nc2sc3c(c12)CCCCC3
  7	4	5	-22	-6	7	-4	0	1
- Cc1ccc(S(=O)(=O)N2CCN(CC(=O)N/N=C\c3ccccn3)CC2)cc1
  0	-16	-1	-4	-2	7	1	-2	-4
- CCN(CC)CC(O)COc1ccc2c(c1)OCO2 (stereo unspecified)
  -1	0	10	-3[20 µM]	-9	-2	0	-9	-2
- COc1ccc(NC(=O)c2ccc(COc3ccccc3Br)o2)cc1OC
  20	-9	30	4	-3	0	20	-34	-10
- Cc1cc([N+](=O)[O-])nn1Cc1ccc(C(=O)N/N=C/c2ccccc2)cc1
  4	3	8	-22	-1	-8	0	-2	-9
- CCCN1c2cccc3cccc(c23)S1(=O)=O
  5	1	11	-15	-5	8	2	-5	-3
- COc1cc(C(=O)OCC(=O)c2cc(C)n(C)c2C)cc(NC(=O)c2ccco2)c1OC
  2	2	12	-23	-23	10	2	-9	-8
- O=C(/C=C/c1ccccc1)Nc1ccc2c(c1)C(=O)NC2=O
  5	2	19	-11	-6	28	-3	-10	-10
- COc1ccc(OCc2nnc(SCC(=O)N3c4ccccc4Sc4ccc(Cl)cc43)o2)cc1
  5	-1	6	-15[20 µM]	-6	-20	3	-7	-9
- CC(=O)N[C@H]1C[C@@H]1c1ccccc1
  7	-4	9	-7[20 µM]	6	3	3	-13	-3
- CCOC(=O)N1CCN(C(=O)c2ccc3c(=O)n(CCOC)c(=O)[nH]c3c2)CC1
  0	0	·	-7	-11	23	-1	-10	2
- Cc1ccc(-n2ncc3c(NCc4cccnc4)ncnc32)c(C)c1
  8	4	11	-27	2	19	0	3	-7
- CC1CCC(C(=O)NC(C(=O)NCc2ccccn2)C(C)C)CC1 (stereo unspecified)
  1	-2	5	-18[20 µM]	-1	6	-6	-7	6
- C=CCn1c(O)c(N=NC(=O)OCC)c2ccccc21
  4	3	8	-18	-17	-27	-2	-14	0
- Cn1cnnc1Sc1ccc(C(F)(F)F)cc1[N+](=O)[O-]
  0	0	6	-18	-8	-9	3	-5	-4
- O=C(O)Cc1sc(-c2ccccc2Cl)nc1-c1ccccc1
  6	3	33	-25	-1	32	-2	1	-3
- COc1ccc(-c2cc(CCCC(=O)NCCc3ccccc3)no2)cc1
  4	-3	7	-12	-7	-7	0	-15	-6
- CCOC(=O)CSc1c(-c2ccccc2)c2cc(Cl)ccc2[nH]c1=O
  5	0	11	-12	-9	-14	-2	-12	-5
- CCN(CC)S(=O)(=O)c1ccc(OCC(=O)NC2CCS(=O)(=O)C2)c([N+](=O)[O-])c1 (stereo unspecified)
  5	-1	3	-13	0	-4	1	-5	-2
- c1cc2c(cc1OCCNC1CCCC1)CCC2
  3	0	13	-27	-2	21	-2	-3	-8
- CCc1cc2c(=O)n3c(nc2s1)-c1[nH]c2ccc(OC)cc2c1CC3
  7	5	10	-8	-7	-2	0	-16	0

Next section.
Order of values – BaF3 tox	p97 inhibitor	PGE2 EP2 inh	Furin inhibitor	Tb hexokinase	PPC-1+TRAIL kill	Ba/F3 V617F tox	p47phox inh	RBBP9 inhibitor
- COc1cc(NC(=O)c2cc3c(=O)n(C)c4ccccc4c3n2C)cc(OC)c1OC
  1	-4	3	-30	-27	27	0	-1	0
- COc1ccccc1-c1n[nH]c(=S)n1-c1ccccc1
  1	2	18	-26	4	11	-1	2	-6
- Cc1occc1-c1nnc(SCC(=O)Nc2nccs2)n1Cc1ccco1
  2	5	28	-22	0	16	1	-9	-10
- CC1CCN(CCCNC(=O)c2ccc(CS(=O)(=O)Cc3ccccc3F)o2)CC1
  4	-3	7	-14[20 µM]	0	13	2	-43	1
- CCOC(=O)c1c(NC(=O)c2ccc(N3C(=O)C4C5C=CC(C5)C4C3=O)cc2)sc2c1CCCC2 (stereo unspecified)
  10	-3	7	-20	-20	-2	1	-18	-2
- CC(C)(C)C(=O)Nc1ccccc1C(=O)Nc1cccnc1
  6	-1	16	-10	4	10	3	-17	-7
- O=C(CCNc1n[nH]c(=O)[nH]c1=O)N/N=C/c1ccc(C(F)(F)F)cc1
  4	2	10	-10	3	4	2	-17	-4
- O=c1sc2ccccc2n1COc1ccc(Cl)cc1
  1	3	6	-19[20 µM]	-5	-4	-4	-11	-4
- CC(=O)c1c(N2CCOCC2)nc(=S)n(Cc2ccccc2)c1C
  4	-4	9	-10	-14	15	4	-7	0
- O=C(NC1CCCCC1)c1ccccc1C(F)(F)F
  6	3	9	-23	1	6	1	0	6
- Cc1cc2cc(CN(Cc3ccco3)S(=O)(=O)c3c(C)ccc4nsnc34)c(=O)[nH]c2cc1C
  5	4	14	-21[20 µM]	-7	5	-1	-21	-7
- COc1ccc(C2C(C(C)=O)=C(O)C(=O)N2CCO)c(OC)c1 (stereo unspecified)
  0	0	5	-17	-26	-3	-1	2	-6
- [O-]c1n[n+](-c2ccc(Cl)cc2Cl)cc2ccccc12
  8	4	4	-10	-2	9	3	2	-4
- CCN(CC)C(=O)N1c2ccccc2CC(N(CC)CC)c2ccccc21 (stereo unspecified)
  2	1	13	-19	6	29	2	-9	-2
- Cc1sc2ncn(CC(=O)NCC(=O)N(C)C3CCCCC3)c(=O)c2c1C
  3	-2	8	-5[20 µM]	-7	5	1	-9	-2

Quoted from the listing.
Reading of COc1cc(NC(=O)c2cc3c(=O)n(C)c4ccccc4c3n2C)cc(OC)c1OC in BaF3 tox: 1
Reading of CCN(CC)C(=O)N1c2ccccc2CC(N(CC)CC)c2ccccc21 (stereo unspecified) in PGE2 EP2 inh: 13
